TLR9-MyD88 inh: blocks human TLR9 binding to MyD88 | CHO BLA complementation TLR9-MyD88, CCF4 FRET ratio | inhibition, % at 4.98 µM | 0.21% of 340,000 active;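 active means inhibition above the mean over all tested compounds plus 3 SD, cut at about 21% in these data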;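 further: 0% = DMSO only wells and 100% = clavulanate BLA inhibitor control wells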
COUP-TFII inh: inhibitors of human COUP-TFII (NR2F2). HEK293T NGFI-A luciferase reporter, luminescence. 0.7% of 370,000 active. P24468. AID 686940. inhibition, % at 8.6 µM;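 active means inhibition above a per-plate cutoff, mean inhibition of test wells between control levels plus 3 SD, cut at about 38% in these data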;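 further: cells cotransfected with COUP-TFII expression vector driving the NGFI-A reporter; 0% = median of COUP-TF2 test wells and 100% = reporter-only cells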
Target sequence (P24468 whole entry, looked up): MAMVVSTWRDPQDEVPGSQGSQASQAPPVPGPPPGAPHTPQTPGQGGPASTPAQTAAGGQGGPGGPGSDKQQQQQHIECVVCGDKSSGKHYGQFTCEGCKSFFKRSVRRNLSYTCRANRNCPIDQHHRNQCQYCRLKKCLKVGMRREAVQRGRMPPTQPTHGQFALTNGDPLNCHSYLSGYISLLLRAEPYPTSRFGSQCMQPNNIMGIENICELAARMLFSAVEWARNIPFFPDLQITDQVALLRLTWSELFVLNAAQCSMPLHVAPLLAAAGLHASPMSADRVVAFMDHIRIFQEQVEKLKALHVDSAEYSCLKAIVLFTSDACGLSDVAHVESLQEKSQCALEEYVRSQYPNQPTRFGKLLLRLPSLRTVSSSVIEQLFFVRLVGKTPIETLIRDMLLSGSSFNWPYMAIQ
NOD2-RIPK2 inh: inhibitors of human NOD2-RIPK2 interaction; CHO BLA complementation NOD2-RIPK2, CCF4 ratio; 0.38% of 360,000 active; inhibition, % at 4.98 µM; in the data active means inhibition above about 21%;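 further: 0% = vehicle only and 100% = reference blocker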
SRC1 inh: human NCOA1 inhibition; Q15788; HEK293 GAL4-SRC1 luciferase reporter, luminescence; inhibition, % at 3.6 µM; 0.12% of 360,000 active; AID 588354;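 active means inhibition above the campaign mean plus 3 SD, with each screening campaign given its own cutoff, cut at about 60% in these data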;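 further: 0% = DMSO treated cells and 100% = gossypol at 36 µM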
MC4R ag barr: human MC4R agonism via beta-arrestin; U2OS MC4R beta-arrestin complementation, luminescence; percent of melanotan II response, DMSO zero; activation, % at 8.9 µM; 0.98% of 360,000 active; AID 540308;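 active means activation above a per-plate cutoff, the mean activation of sample wells on that plate plus 3 SD, cut at about 8% in these data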
Target sequence (P32245 whole entry, looked up): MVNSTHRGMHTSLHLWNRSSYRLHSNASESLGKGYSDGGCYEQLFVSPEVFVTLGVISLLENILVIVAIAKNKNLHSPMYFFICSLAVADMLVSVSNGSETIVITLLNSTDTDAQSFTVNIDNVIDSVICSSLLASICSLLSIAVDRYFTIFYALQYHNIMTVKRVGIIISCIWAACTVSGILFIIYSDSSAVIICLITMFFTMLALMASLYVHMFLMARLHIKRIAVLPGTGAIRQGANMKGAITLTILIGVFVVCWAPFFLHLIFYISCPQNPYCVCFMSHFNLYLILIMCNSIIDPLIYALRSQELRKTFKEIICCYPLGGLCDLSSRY
SRC3 inh: inhibits human SRC3 coactivator. inhibition, % at 3.6 µM. 0.17% of 360,000 active. HEK293 GAL4-SRC3 luciferase reporter, luminescence;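 active means inhibition above a per-campaign cutoff, the mean of all compounds plus 3 SD, cut at about 60% in these data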;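 further: 0% = DMSO-treated cells and 100% = gossypol-treated cells at 36 µM; higher means less SRC3-driven luciferase light from the GAL4 reporter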
NR5A2 inv ag: suppresses constitutive activity of human LRH-1; O00482; HEK293T StAR-luciferase reporter, LRH-1 transfected, 24 h; inhibition, % at 3.6 µM; 0.13% of 360,000 active;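 active means inhibition above the mean inhibition of all tested compounds plus 3 SD, cut at about 73% in these data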;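 further: 0% = DMSO wells and 100% = reporter-only cells lacking LRH-1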
MC4R antagonist: human MC4R antagonism in cAMP assay | inhibition, % at 6.5 µM | 0.48% of 360,000 active | MC4R-expressing cells, MTII-stimulated cAMP, LANCE TR-FRET | P32245;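 active means inhibition above its plate's cutoff, the mean of tested wells on that plate plus 3 SD, cut at about 29% in these data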;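 further: 0% = Melanotan II alone and 100% = Melanotan II plus saturating MCL0020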
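Assay system: U2OS cells stably expressing human melanocortin 4 receptor (MC4R) / Dosing: 6.5 µM / Timing: compound 30 min, challenge 1 h, detection 1 h / Measured by: Eu-cAMP/anti-cAMP TR-FRET, emission 671 nm / Replicates: singlicate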
EBV LMP1 NFkB: reduces LMP1-driven NF-kappaB luciferase signal | LMP1-induced NF-kappaB luciferase reporter cells, luminescence | inhibition, % at 12.5 µM | 0.69% of 350,000 active | AID 504558; in the data active means inhibition above about 41%;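 further: 0% = neutral control wells and 100% = reference inhibitor control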
ABHD5 PLIN5 PPI: blocks binding of human ABHD5 to perilipin-5 | Split G. princeps luciferase complementation, luminescence, 4 h | Q00G26+Q8WTS1 | 0.78% of 360,000 active | inhibition, % at 4 µM;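 active means inhibition above the mean inhibition across every tested compound plus 3 SD, cut at about 22% in these data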;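 further: 0% = DMSO only wells and the 100% control is not disclosed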
NCOA2 inhibitor: human SRC2 (NCOA2) inhibition. Q15596. HEK293 GAL4-SRC2 luciferase reporter, luminescence. inhibition, % at 9 µM. 0.17% of 370,000 active;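 active means inhibition above the mean inhibition of all tested compounds plus 3 SD, set per campaign, cut at about 52% in these data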;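 further: 0% = DMSO treated cells and 100% = cells given Gossypol at 36 µM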
Numbers without * were called inactive; x = no result given.

TLR9-MyD88 inh	COUP-TFII inh	NOD2-RIPK2 inh	SRC1 inh	MC4R ag barr	SRC3 inh	NR5A2 inv ag	MC4R antagonist	EBV LMP1 NFkB	ABHD5 PLIN5 PPI	NCOA2 inhibitor	Compound
5	4	-7	4	-1.6	-5	-14	3	-2	4	-13	CC1CCCCN1S(=O)(=O)Cc1ccccc1Cl (configuration not stated)
-6	10	-10	-13	0.7	-17	-27	8	-4	-7	20	c1ccc2ccccc2c1
-4	-4	-8	-9	-0.7	5	-2	-2	-6	0	-2	COC(=O)C(NNc1ccccc1)(NC(=O)c1cccc(F)c1)C(F)(F)F (configuration not stated)
-7	13	2	-3	1.3	8	-14	-3	0	6	12	CO/N=C/CC(=O)Nc1ccc(F)cc1F
1	0	3	8	-2.4	18	5	4	5	-10	12	O=C1c2nc3ccccn3c2C(=O)N1Cc1ccccc1
2	5	1	-3	-1.5	-4	-8	-1	-1	-1	-24	O=C(COC(=O)c1ccc(S(=O)(=O)N2CCCCCC2)cc1)NCc1ccc(F)cc1
3	-15	5	-22	1.1	-11	-32	-2	-7	-18	-19	O=[N+]([O-])c1cccc(/C([O-])=C(/C(=S)Nc2ccccc2)[n+]2ccccc2)c1
-2	-1	-5	20	-0.8	-14	-10	5	-10	5	-8	O=C(OCCN1CCOCC1)c1cccs1
-18	13	6	3	-0.5	-2	7	11	13	2	-10	CCS(=O)(=O)Nc1ccc(C2=NN(C(=O)c3ccco3)C(c3ccc(Cl)o3)C2)cc1 (configuration not stated)
3	-4	-6	-10	-0.4	1	5	6	27	-2	-23	Cc1ccc(Cn2ccc(NC(=O)c3nc4ncccn4n3)n2)cc1
2	0	10	2	0.1	-42	-5	7	3	-1	4	Cc1cccc(NC(=O)CNC(=O)c2cc(C3CC3)nn2-c2ccccc2)c1C
8	-30	-6	-41	-1.6	-38	-47	5	-13	27*	-49	Cc1cccc(C=CC(=O)c2ccccc2)c1
-2	-7	0	1	-1.2	-2	11	-3	-21	-3	-3	CCCCSc1nc(C)c(CC(=O)O)c(=O)[nH]1
-7	-32	4	5	-2.8	-7	-3	7	-4	0	-30	Cc1cccc(C(C)C)c1NC(=O)CN1C(=O)NC2(CCc3ccccc32)C1=O (configuration not stated)
-16	-41	-1	-5	0.9	1	2	10	-10	2	-12	CN(CCOCCOc1ccc(F)cc1)Cc1ccccc1
-1	12	-10	-4	-1.1	14	0	1	-5	-4	-21	COCc1ccc(CN2CCCC(CO)(Cc3ccccc3)C2)o1 (configuration not stated)
16	1	6	-24	-1.6	8	3	6	5	1	1	O=c1[nH]c(CO)nc2c1oc1ccccc12
-8	11	12	-48	0.5	-3	-24	12	-3	32*	4	COC(=O)c1cnn2c(C(F)(F)F)cc(-c3ccco3)nc12
-4	-1	-5	-5	1.3	13	7	9	2	7	5	O=C(O)c1cccc2cc(-c3ccccc3)oc(=O)c12
4	-5	-1	0	-1.9	-1	-5	9	12	1	11	Cn1c(=O)c2c(nc(Br)n2Cc2ccc3ccccc3c2)n(C)c1=O

Pulled by structure from the list above:
TLR9-MyD88 inh	COUP-TFII inh	NOD2-RIPK2 inh	SRC1 inh	MC4R ag barr	SRC3 inh	NR5A2 inv ag	MC4R antagonist	EBV LMP1 NFkB	ABHD5 PLIN5 PPI	NCOA2 inhibitor	Compound
-6	10	-10	-13	0.7	-17	-27	8	-4	-7	20	c1ccc2ccccc2c1
3	-15	5	-22	1.1	-11	-32	-2	-7	-18	-19	O=[N+]([O-])c1cccc(/C([O-])=C(/C(=S)Nc2ccccc2)[n+]2ccccc2)c1
3	-4	-6	-10	-0.4	1	5	6	27	-2	-23	Cc1ccc(Cn2ccc(NC(=O)c3nc4ncccn4n3)n2)cc1
-7	13	2	-3	1.3	8	-14	-3	0	6	12	CO/N=C/CC(=O)Nc1ccc(F)cc1F

Later entries:
TLR9-MyD88 inh	COUP-TFII inh	NOD2-RIPK2 inh	SRC1 inh	MC4R ag barr	SRC3 inh	NR5A2 inv ag	MC4R antagonist	EBV LMP1 NFkB	ABHD5 PLIN5 PPI	NCOA2 inhibitor	Compound
7	-10	-2	-12	-0.5	11	-9	1	-7	0	4	CN(C(=O)CSc1nc2ccc(Br)cc2c(=O)n1Cc1ccco1)C1CCS(=O)(=O)C1 (configuration not stated)
-2	-1	2	1	-0.4	-17	-20	11	-12	-5	-32	COc1ccc(CCC(=O)Nc2ncc(C)s2)cc1
6	4	-1	-35	-4.0	-2	1	0	-10	-3	0	FC(F)Sc1ccc(NC(=S)NC2CCC(NC(=S)Nc3ccc(SC(F)F)cc3)CC2)cc1 (configuration not stated)
-7	-3	-1	-17	3.6	-17	-38	10	10	-8	-16	Cc1ccc(NC(=O)CN2C(=O)c3ccccc3S2(=O)=O)cc1C
-1	0	-6	-33	-1.0	4	-8	2	2	-3	-16	CCOCCCNC(=O)Cc1ccc(OC)c(OC)c1
2	6	-20	-2	1.7	5	9	-2	-4	0	-15	CCC(C(=O)OCC(=O)Nc1c(C)n(C)n(-c2ccccc2)c1=O)c1ccccc1 (configuration not stated)
-3	11	-7	26	2.4	29	17	4	-6	2	24	CCN(Cc1ccncc1)C(=O)CC1C(=O)NCCN1Cc1ccc(F)c(F)c1 (configuration not stated)
0	-11	-1	-42	-2.0	11	-13	-3	5	-5	-3	O=C(N/N=C/c1ccc(N2CCOCC2)cc1)C1CC1
-7	1	-15	-1	1.5	15	11	10	8	-2	16	c1ccc2c(-c3nnc4n3CCCCC4)c[nH]c2c1
1	2	11	3	2.4	1	2	9	-9	7	12	COc1ccc(Cl)cc1NC(=S)N(Cc1ccccc1C)CC1CCC(C(=O)O)CC1 (configuration not stated)
4	-19	-5	-16	-1.8	0	0	2	-3	-8	9	S=C(Nc1ccccc1)Nc1ccc(OCc2ccccc2)cc1
4	-10	-18	15	-3.0	-1	4	-6	0	-5	6	Cc1[nH][nH]c(=O)c1C=NCc1ccc(Cl)cc1
3	-10	6	0	0.2	-1	-10	11	-8	8	23	Cc1nc(N2CCN(Cc3ccc4c(c3)OCO4)CC2)[nH]c(=O)c1C
x	3	5	10	0.7	-5	-6	6	x	5	6	Cc1cccnc1C(NC(=O)C1CCN(Cc2ccc(Cl)cc2)CC1)c1ccc(F)cc1 (configuration not stated)
-8	5	4	-27	-1.8	-15	-3	2	4	2	-3	COc1ccc(CCNCC(=O)Nc2ccc(C(=O)N3CCCCC3)cc2)cc1
-9	-8	-4	-2	-0.8	3	-1	-1	7	1	6	O=C(COC(=O)C1CCN(S(=O)(=O)c2cccs2)CC1)NCc1ccc(F)cc1
3	-13	2	-6	2.1	-21	3	12	2	2	-7	CCOC(=O)C1=C(C)Nc2ccccc2N=C1NC(=O)c1cccc(S(=O)(=O)N(C)C)c1
-2	6	1	-24	-3.4	13	8	0	2	0	-2	Cc1ccc(C(=O)COC(=O)CCN2C(=O)C3C4CCC(C4)C3C2=O)cc1[N+](=O)[O-] (configuration not stated)
6	-4	0	-18	-3.0	1	6	1	5	4	3	O=C(CCSc1ccc(Cl)cc1)Nc1cccnc1
-15	-22	-14	4	-1.4	6	-7	-3	-21	0	7	C/C(=N\Nc1cc(C)nc(-c2ccccc2)n1)c1cccc([N+](=O)[O-])c1
-5	-1	-4	8	-3.4	-1	-6	3	-11	-4	-13	O=C(CN(CC1CCCO1)S(=O)(=O)c1ccc(S(=O)(=O)NC2CC2)cc1)Nc1ccccc1 (configuration not stated)
2	-4	6	4	2.2	-2	6	-2	8	6	-2	CC1CCN(C(=O)CCNC(=O)Cn2cnc3sc4c(c3c2=O)CCCC4)CC1
-5	-9	1	-10	-0.2	-43	6	-1	2	-20	9	COC(C[C@H]1O[C@H]1[C@H](O)[C@@H](C)OCc1ccccc1)OC
x	-10	-2	-42	-0.9	-47	-22	1	x	1	-25	CCOC(=O)CN1C(=O)S/C(=C\c2ccc(-c3cccc(C(=O)O)c3C)o2)C1=O
-8	-2	12	7	0.3	1	12	4	-4	0	-14	CCOC(=O)[C@@H]1[C@H]2COc3ccccc3[C@@H]2N2C(=O)N(c3cccc(Cl)c3)C(=O)[C@]12C
1	13	5	4	1.1	-19	22	-2	0	-2	-5	O=C(OCC1CC(c2ccccc2)=NO1)c1ccc(Cl)cc1 (configuration not stated)
15	4	5	5	0.3	5	-12	-3	-17	7	-12	COc1ccc(CNC(=O)[C@H](C)NC(=O)C2CC(=O)N(c3ccc4c(c3)OCO4)C2)cc1 (some centres not stated)
-2	-5	-15	-19	-1.6	-19	-16	-13	-7	-7	-51	Cc1ccc(C2NC(=O)c3c(sc4c3CCN(C)C4)N2)s1 (configuration not stated)
-14	4	-15	16	-0.5	14	7	4	1	0	12	COc1ccccc1NCCC(=O)OCC(=O)NC1CC1
-1	x	-8	1	-4.2	14	17	-1	-9	-3	x	CCc1ccc(C(=O)NC(=S)Nc2ccccc2N2CCOCC2)cc1
-4	3	-6	-14	1.9	13	3	14	-4	-2	10	O=C(N/N=C/c1ccc(-c2cccc([N+](=O)[O-])c2)o1)[C@H]1C[C@@H]1c1ccccc1
-11	7	-5	-1	1.3	2	23	20	-1	7	-8	CCCc1ccc2oc(C(=O)N(C)CCn3ccnc3C)c(C)c2c1
-13	11	-8	-8	-1.7	3	9	9	-9	4	15	CC1CCCC(C)N1C(=O)COC(=O)CNC(=O)C12CC3CC(CC(C3)C1)C2 (configuration not stated)
x	-6	1	x	x	x	-17	x	x	1	15	CCOC(=O)C1=CCC(c2ccc(N(CC)CC)cc2)N(S(=O)(=O)c2ccc(C)cc2)C1c1ccc([N+](=O)[O-])cc1 (configuration not stated)
-9	1	-7	-4	-1.9	-2	-12	2	-5	8	3	Cn1cc(Br)c(C(=O)N2CCN(c3cccc(Cl)c3)CC2)n1
-9	-9	-3	1	3.0	12	7	14	3	1	-13	COC(=O)c1ccccc1NC(=O)c1ccc(Cn2cc(Cl)cn2)o1
-8	-6	-7	-5	1.1	-11	-13	5	-2	1	-23	CC(C)(C)C1CCC(OC(=O)C[N+]2(C)CCCC2)CC1 (configuration not stated)
1	5	-3	17	-3.0	11	-1	7	-8	-2	0	Nc1cc(=O)[nH]c(SCC(=O)Nc2cccc(Cl)c2Cl)n1
-4	9	-2	-9	-0.4	-16	14	-10	-6	-2	-6	COc1cc(C(=O)N[C@@H](Cc2c[nH]c3ccccc23)C(=O)O)cc(OC)c1OC
-8	16	-5	9	-0.1	8	14	-8	4	-1	-5	O=C(CS(=O)(=O)Cc1ccccc1)Nc1ccc(Br)cc1F
-10	8	-4	-8	-1.9	7	21	26	-10	16	27	COc1ccc2[nH]cc(C(=O)CCl)c2c1
-1	6	-1	2	-2.3	-3	19	-8	6	-1	-18	CN(C)c1ccc(/C=C/c2c([N+](=O)[O-])c(=O)n(C)c(=O)n2C)cc1
10	-13	-6	-28	-3.0	-55	-3	-22	4	-16	-18	Oc1ccc(/C=N/NC(=S)N/N=C/c2ccc(O)cc2)cc1

Bioassay records from PubChem.

The list is partial; rates above refer to the full screens.
